pCIP destab = p/CIP-EGFP fusion destabilizers, primary screen, fluorescence, F442A cells | Q05BA5 | 16 h | decrease of EGFP signal, % at 10 µM | 0.01% of 290,000 active | AID 1984, 2009;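 active means EGFP signal decrease of at least 30% at 10 µM or well 3 SD below plate mean, unless failing retest; inactive means the rest, including hits failing retest or dose response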; further: some compounds called inactive have numbers as strong as hits; many of its hits are not listed in these tables
PHOSPHO1 block = PubChem AID 1565. inhibition, % at 13.3 µM. Phosphoethanolamine/phosphocholine phosphatase (Homo sapiens), Q8TCT1. 1.1% of 290,000 active. recombinant PHOSPHO1, absorbance phosphatase assay; in the data active means inhibition above about 60%
Target sequence (Q8TCT1 whole entry, looked up): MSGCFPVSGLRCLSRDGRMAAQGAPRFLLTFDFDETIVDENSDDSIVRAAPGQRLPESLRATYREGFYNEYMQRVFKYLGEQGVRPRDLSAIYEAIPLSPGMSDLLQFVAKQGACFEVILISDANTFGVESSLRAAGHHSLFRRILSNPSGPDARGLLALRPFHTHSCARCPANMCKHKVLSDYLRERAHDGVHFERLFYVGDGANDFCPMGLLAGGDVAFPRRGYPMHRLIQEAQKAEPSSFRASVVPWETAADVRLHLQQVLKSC
IMP-1 inh = IMP-1 metallo-beta-lactamase inhibitors, primary screen, biochemical, epi-absorbance readout, Pseudomonas aeruginosa enzyme; metallo-beta-lactamase IMP-1 (Pseudomonas aeruginosa); purified IMP-1, nitrocefin hydrolysis, epi-absorbance fluorescence; inhibition, % at 5.6 µM; 0.45% of 290,000 active; AID 1556, 2009;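 active means inhibition above the mean plus 3 SD of all compounds in the same screening run, cut at about 4.5% in these data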;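 further: 0% = IMP-1 with DMSO and 100% = DMSO wells lacking enzyme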
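assay system = purified recombinant IMP-1 metallo-beta-lactamase enzyme | schedule = 15 min preincubation plus 25 min reaction at 25 °C | signal = Epi-absorbance fluorescence, 480 nm excitation, 530 nm emission | read-out basis = percent inhibition from optical density relative to buffer-blank wells | controls = IMP-1 with DMSO as 0%, enzyme-free DMSO as 100%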
HCV NS3 hel inh = inhibitors of HCV NS3 helicase, primary screen, biochemical, Cy5 molecular beacon fluorescence; NS3 helicase DNA unwinding; 0.56% of 290,000 active; Hepatitis C virus NS3 helicase; inhibition, % at 10.9 µM; AID 1800, 2009;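 active means inhibition above the mean of all tested compounds plus 3 SD, set per campaign, cut at about 35% in these data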;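 further: 0% = DMSO wells and 100% = thioflavine S control wells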
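Control set: DMSO versus 110 µM thioflavine S; Material: NS3 helicase fragment of HCV; Measured by: Cy5 fluorescence at 0 and 60 min, beacon hairpin quenching; Read-out basis: percent inhibition from t60/t0 fluorescence ratio; Times: reaction time 60 min, 25 °C; Repeats: single replicate; Compound dosing: single dose, 10.9 µM nominal final, DMSO 0.8% final.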
SUMO HTRF inh = inhibitors of in vitro SUMOylation cascade, primary screen, biochemical, HTRF, uHTS; SUMO-conjugating enzyme UBC9 (Homo sapiens), P63279; HTRF SUMOylation assay, SAE1/SAE2 + UBC9; inhibition, % at 35 µM; 0.36% of 290,000 active; AID 2006, 2009; in the data active means inhibition above about 50%, passing the limit was not always enough; further: strong numbers were not always called active
Target sequence (P63279 whole entry, looked up): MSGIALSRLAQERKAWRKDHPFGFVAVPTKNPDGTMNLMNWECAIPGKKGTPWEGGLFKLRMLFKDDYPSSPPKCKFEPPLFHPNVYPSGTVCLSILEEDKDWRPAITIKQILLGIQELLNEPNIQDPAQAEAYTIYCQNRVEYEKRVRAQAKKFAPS
MEKK3 PB1 HTS = modulators of MEKK3-MEK5 PB1 binding, primary screen, biochemical, wildtype MEKK3, multiplex bead flow cytometry, Alexa488-MEK5 | bead-based flow cytometry, Alexa488-MEK5 binding to MEKK3; actives lie on both sides; 0 = blocked by unlabeled MEK5, 100 = vehicle | binding response (% of control), % at 10 µM | 1.4% of 290,000 active;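 active means binding response more than 3 SD above or below the average of its plate-row segment, actives on both sides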;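 further: Alexa488 bead fluorescence after subtracting the streptavidin-only scavenger bead signal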
Target sequence (Q99759 whole entry, looked up): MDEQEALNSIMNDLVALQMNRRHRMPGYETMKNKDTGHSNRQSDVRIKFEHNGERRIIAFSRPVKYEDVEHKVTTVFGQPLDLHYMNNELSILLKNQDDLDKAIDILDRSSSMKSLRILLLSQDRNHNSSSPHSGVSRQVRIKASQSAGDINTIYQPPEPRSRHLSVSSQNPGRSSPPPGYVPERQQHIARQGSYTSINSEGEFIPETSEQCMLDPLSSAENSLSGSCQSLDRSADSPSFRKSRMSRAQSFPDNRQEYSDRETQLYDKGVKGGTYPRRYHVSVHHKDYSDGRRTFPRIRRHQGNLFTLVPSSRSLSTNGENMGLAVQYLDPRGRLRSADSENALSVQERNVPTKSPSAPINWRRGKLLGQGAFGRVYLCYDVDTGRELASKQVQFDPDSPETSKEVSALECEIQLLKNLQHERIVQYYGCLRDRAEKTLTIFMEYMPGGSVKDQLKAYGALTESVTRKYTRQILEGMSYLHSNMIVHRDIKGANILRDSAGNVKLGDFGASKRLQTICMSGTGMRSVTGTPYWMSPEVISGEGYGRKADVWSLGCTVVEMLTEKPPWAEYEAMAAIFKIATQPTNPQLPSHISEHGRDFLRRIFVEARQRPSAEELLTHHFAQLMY
VIM-2 inhibitor = VIM-2 metallo-beta-lactamase inhibitors, primary screen, biochemical, epi-absorbance readout, Pseudomonas aeruginosa enzyme; purified VIM-2, nitrocefin hydrolysis, epi-absorbance fluorescence; inhibition, % at 5.6 µM; 0.89% of 290,000 active;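 active means inhibition above the mean of all tested compounds plus 3 SD, cutoff set per screening run, cut at about 7.5% in these data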;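 further: red hydrolysis product quenches plate fluorescence so inhibitors raise well fluorescence; 0% = enzyme with DMSO and 100% = DMSO without enzyme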
FID counter = compounds displacing fluorescent DNA intercalator, primary screen, artefact control for HCV NS3 helicase inhibitor project, biochemical, FID fluorescence; AID 1845, 2009; DNA fluorescent intercalator displacement; 0.17% of 290,000 active; inhibition, % at 7.9 µM; in the data active means inhibition above about 37%;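 further: 0% = vehicle and 100% = reference compound; higher means more ethidium bromide displaced from hairpin DNA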
IDE act = human IDE activators in live cells, primary screen, fluorescence polarization, HEK cells, FAbeta-B substrate | 0.073% of 340,000 active | activation, % at 5.96 µM | AID 493087, 2011 | FAbeta-B cleavage; 0% vehicle, 100% cell-free pure enzyme wells | Insulin-degrading enzyme (Homo sapiens), P14735;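 active means activation above the mean of all tested compounds plus 3 SD, set per screening campaign, cut at about 17% in these data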
The depositor's hits bear a star; . = no result given; [ ] = dose if it differs, or a comment.

SMILES	pCIP destab	PHOSPHO1 block	IMP-1 inh	HCV NS3 hel inh	SUMO HTRF inh	MEKK3 PB1 HTS	VIM-2 inhibitor	FID counter	IDE act
COc1ccc(-n2c(C)nc3sc4c(c3c2=O)CCC4)cc1	0	-4	-1.6	1	6	99	-0.7	-21	.
COc1ccc(C(=O)NCc2cc(C)nc3ccccc23)cc1OC	4	44	-0.1	-17	-2	113	-2.2	-3	3
O=C(NNC1CC(=O)N(c2ccccc2)C1=O)c1ccccc1Cl (configuration not stated)	0	41	-2.5	-7	10	92	-1.5	-4	6
CCOC(=O)C1=C(c2ccccc2)NC(SC)=C(C#N)C1c1cccnc1 (configuration not stated)	0	10	-0.7	-11	1	104	0.8	-16	2
CCn1c2ccccc2c2cc(NC(C)=O)ccc21	-6	7	-4.0	7	-5	101	-1.0	-2	0
Cc1nn(C)c(C)c1CCC(=O)N1CCCC(N2CCN(c3ccc(F)cc3)CC2)C1 (configuration not stated)	-9	48	-2.8	1	-4	103	-5.1	-19	0
CC(NCc1cccc(S(=O)(=O)N(C)C)c1)c1ccc(F)cc1 (configuration not stated)	5	42	-0.1	3	16	94	-1.0	3	2
Cc1cccc(NC(=S)/N=C(\N)Nc2nc(C)c3ccccc3n2)c1	-6	-16	-1.1	-22	-2	91	0.6	14	-5
O=C(NC(=S)Nc1c(F)cc(F)cc1Br)c1ccc2c(c1)OCCO2	-6	30	2.7	1	-12	99	-0.8	-2	-5
COc1ccc(S(=O)(=O)N2CCN(Cc3cccnc3)CC2)cc1	-4	.	-1.6	-5	6	102	1.7	-8	0
COc1ccc(C)cc1S(=O)(=O)N(C)CC(=O)Nc1ccc2c(c1)OCO2	-6	7	-3.0	6	-10	96	1.7	-10	2
O=C(NCCCN1CCOCC1)c1ccc2c(c1)N(Cc1c(F)cccc1Cl)C(=O)CS2	6	12	-2.8	-31	4	103	-3.7	16	4
Cc1ccc(O)c(CNc2nc3ccccc3n2C)c1	-4	17	-0.5	-8	7	103	0.3	2	2
Cc1ccc(C(=O)CSc2nc3ccccc3c(=O)n2N)o1	-5	41	-2.1	8	-2	105	0.9	-10	2
COc1ccccc1NC(=S)N/N=C1\CC(C)(C)Oc2ccc(O)cc21	-15	-7	-3.2	21	-5	105	-3.0	-24	8
CC(C)c1cc(-c2n[nH]c(=S)n2Cc2ccccc2)cs1	-2	-104	0.7	1	-7	102	0.8	-21	-2
O=C(CSc1nnc2scc(-c3ccccc3)n12)NCc1ccco1	-9	21	1.0	-3	0	103	-0.3	0	2
Cc1ccc(Oc2nc(-c3ccccc3)ncc2S(C)(=O)=O)cc1	-10	33	-2.0	-6	16	1.0*[inhibitor]	-0.1	-3	8
CC1CCN(C(=O)/C(=C/c2ccccc2Cl)c2ccccc2)CC1	-10	-6	-0.9	-4	10	97	-3.4	-18	1
O=C(O)COc1ccccc1/C=N/NC(=O)CSc1nnc(SCc2cccc3ccccc23)s1	-2	27	-1.4	2	23	93	-0.1	-29	9

Single entries from the results shown.
Value of O=C(NCCCN1CCOCC1)c1ccc2c(c1)N(Cc1c(F)cccc1Cl)C(=O)CS2 in PHOSPHO1 block: 12
Value of Cc1ccc(C(=O)CSc2nc3ccccc3c(=O)n2N)o1 in IDE act: 2

More records
SMILES	pCIP destab	PHOSPHO1 block	IMP-1 inh	HCV NS3 hel inh	SUMO HTRF inh	MEKK3 PB1 HTS	VIM-2 inhibitor	FID counter	IDE act
C/C(=N/NC(=O)c1nnn(-c2nonc2N)c1COc1ccccc1)c1ccccc1Cl	-2	40	-4.4	7	-4	99	-5.9	-27	0
N#Cc1ccccc1Cn1cc(C#N)c2ccccc21	0	-7	-0.9	-5	4	95	-1.0	-7	4
O=C(c1ccc(F)cc1F)N1CCCc2ccccc21	1	20	-0.5	1	5	103	-1.3	-10	2
Nc1nnc(CC(c2ccccc2)c2ccccc2)s1	0	1	-6.5	5	13	95	-1.9	-8	2
COc1cc(C(=O)NCCOc2cc(C)cc(C)c2)cc(OC)c1OC	-9	.	-1.5	-3	26	103	-1.6	-28	-1
CC(C)=N/N=C(\N)SCc1ccccc1	7	28	-2.4	-5	-16	97	-4.6	-4	1
Cc1ccc(Cn2nnc(C(=O)Nc3cccc(C)c3C)c2N)cc1	1	-3	-2.5	-5	-11	95	-1.4	-16	-2
CCCCCCCCNC(=O)CC(NS(=O)(=O)c1ccc(NC(C)=O)cc1)C(C)C (configuration not stated)	-8	-22	-1.5	2	10	88	1.1	-18	-4
CC(C)C(NC(=O)CC12CC3CC(CC(C3)C1)C2)C(=O)O (configuration not stated)	-11	13	-2.7	4	1	.	-2.4	-5	5
CC(=O)c1ccc(C(=O)N2CCCC(Nc3ccc(C(C)C)cc3)C2)s1 (configuration not stated)	3	49	2.3	-9	1	102	-4.1	-33	-5
CCCCCC(=O)NNC1CC(=O)N(c2cccc(OCC)c2)C1=O (configuration not stated)	2	8	-0.3	-1	4	93	-0.6	-14	7
Cc1nnc(NC(=O)c2cc(-c3ccncc3)nc3c(C)cccc23)s1	-22	20	0.4	-4	14	103	-1.5	-53	4
CCCn1cc(CN2CCC(Cc3cccc(F)c3)(C(=O)OCC)CC2)c(C)n1	2	-11	-3.4	-4	32	99	-3.0	8	4
O=C(NCCC1=CCCCC1)C1CCCN(S(=O)(=O)c2ccccc2)C1 (configuration not stated)	0	7	-0.7	1	21	98	1.1	-29	3
Nn1c(Cc2ccccc2)n[nH]c1=S	-20	12	-4.9	-2	19	100	-3.5	-5	5
CC(=O)COC(=O)C1=NN(c2ccccc2)C(=O)CC1	-8	18	-0.4	-7	2	102	1.2	-3	4
COc1ccc2c(c1)N(C(=O)CN1C(=O)C3CCCCC3C1=O)C(C)(C)C=C2C (configuration not stated)	2	-7	-1.6	-7	0	104	0.3	-33	5
CCOC(=O)N1CCC(=NNc2ccnc3cc(Cl)ccc23)CC1	3	8	-3.8	0	-5	111	-1.0	-3	-26
Cn1c(CN2CCOCC2)nnc1SCc1cccc(F)c1	-8	22	0.0	-2	1	122	-0.9	9	-14
COC(=O)[C@H](CC(C)C)NC(=O)Nc1cccc(Br)c1	1	8	1.1	-11	-1	130	1.5	-4	-2

An excerpt from the list above:
SMILES	pCIP destab	PHOSPHO1 block	IMP-1 inh	HCV NS3 hel inh	SUMO HTRF inh	MEKK3 PB1 HTS	VIM-2 inhibitor	FID counter	IDE act
O=C(NCCC1=CCCCC1)C1CCCN(S(=O)(=O)c2ccccc2)C1 (configuration not stated)	0	7	-0.7	1	21	98	1.1	-29	3
Nn1c(Cc2ccccc2)n[nH]c1=S	-20	12	-4.9	-2	19	100	-3.5	-5	5
CC(=O)COC(=O)C1=NN(c2ccccc2)C(=O)CC1	-8	18	-0.4	-7	2	102	1.2	-3	4

Following part.
SMILES	pCIP destab	PHOSPHO1 block	IMP-1 inh	HCV NS3 hel inh	SUMO HTRF inh	MEKK3 PB1 HTS	VIM-2 inhibitor	FID counter	IDE act
CC1CCN(S(=O)(=O)c2ccc(NC(=O)c3cccs3)cc2)CC1	-6	-28	-0.3	-16	-9	102	-0.5	-8	7
CCCn1c(=N)n(CC(O)c2ccc(C)cc2)c2ccccc21 (configuration not stated)	5	28	-1.8	-27	19	95	-1.7	7	2
O=C(Nc1ccc(Cl)cc1)N1CCSC1=NCc1ccccc1	-8	22	-1.7	0	21	84	-3.2	0	-1
COc1ccc(-c2nnc(SC(C)C(=O)NCc3ccc4c(c3)OCO4)n2Cc2ccco2)cc1 (configuration not stated)	-4	26	-1.1	17	18	105	-0.7	-39	-1
CCCCOC(=O)C1=C(C)Nc2nnnn2C1c1ccc(OC)c(OC)c1OC (configuration not stated)	-8	29	-3.6	-5	4	93	0.3	-14	4
CCOC(=O)c1c(CCl)nc2ccccc2c1-c1ccccc1	-2	-110	-2.9	-17	-2	96	-2.9	-10	-11
CNC(=O)c1c(NC(=O)c2ccc(S(=O)(=O)N3CCCCC3)cc2)sc2c1CCN(C(C)C)C2	-14	23	-0.5	-80	9	106	-0.2	23	0
CC(=O)c1sc(C(C)(C)C)cc1NC(=O)/C=C/C(=O)O	-14	7	-2.6	3	8	101	-4.2	-3	5
CCCc1cc(=O)oc2cc(OCC(=O)NC(Cc3c[nH]c4ccc(O)cc34)C(=O)O)c(Cl)cc12 (configuration not stated)	2	3	1.2	53*	22	97	1.3	-13	6
O=C(Nc1ncccc1O)c1c(O)c2ccccc2[nH]c1=O	-14	-6	-2.7	-2	20	102	-3.7	-4	3
CCN(C(=S)Nc1ccccc1F)C1CCCCC1	-4	22	-1.0	6	-1	102	-1.8	0	-3
C(=N\Nc1nc2ccccc2[nH]1)/c1c[nH]c2ccccc12	11	-19	-5.0	-25	-126	105	-2.7	9	1
COc1cc(/C=N/NC(=O)c2ccncc2)cc(OC)c1OC	-4	55	-2.9	1	10	103	0.0	-5	8
CC(C)NC(=O)Cn1cc(C(=O)C2CC2)c2ccccc21	-6	33	-3.1	-3	14	107	-2.4	4	-2
O=C(Nc1ccc(Cn2cccn2)cc1)c1ccc(COc2ccccc2Br)cc1	1	21	-1.5	-16	-19	102	0.0	-10	0
O=C(Cn1cnc2ccccc2c1=O)NCCC(=O)N1CCN(Cc2ccccc2)CC1	-7	6	-2.8	38*	16	98	3.3	-10	-3
CCOc1ccc(Oc2cc(NC(=O)c3ccco3)cc([N+](=O)[O-])c2)cc1	-19	7	-1.3	8	0	.	0.5	4	0
O=C(c1ccccc1Cl)N1N=C(c2cccs2)CC1c1cccc(O)c1 (configuration not stated)	-9	-4	-2.0	-3	6	104	0.2	-31	2
O=C(Nc1cccc(C(=O)Nc2ccc(Br)cc2)c1)c1ccccc1	-23	36	-1.9	-8	15	103	-4.0	-3	0
O=C(OCCN1CCCCC1)c1ccccc1Cl	-16	-5	-2.2	-8	1	102	-2.1	6	5
Nn1c(SCC(=O)NC2CCCC2)nnc1-c1ccccc1F	-12	49	-0.4	-3	-20	108	-2.6	1	2
CC1CCCCC1NC(=O)CN1C(=O)c2ccccc2S1(=O)=O (configuration not stated)	43	33	-3.4	-3	10	106	-2.5	-3	-1
Cn1cccc1/C=N\NC(=O)C1COc2ccccc2O1 (configuration not stated)	-2	29	-3.8	8	9	99	-4.8	-15	3
CC(C)CC(NC(=O)OC(C)(C)C)C(=O)NCc1ccccc1 (configuration not stated)	-17	6	-5.1	0	17	100	-1.4	-7	-1
C=CCOc1cccc(/C=N/NC(=O)CN(c2cc(Cl)ccc2OC)S(=O)(=O)c2ccc(C)c([N+](=O)[O-])c2)c1	-1	-7	-3.4	-7	-8	107	-2.6	-3	7
COc1cc(/C=N\n2cnnc2)ccc1OCC(=O)Nc1ccc(C)cc1	-4	11	0.3	-5	10	106	3.8	-7	6

Screening results (PubChem BioAssay)

These rows are one share of the data; count on the stated rates, not on these rows.
